Keap1 Nrf2 FP = Keap1-Nrf2 protein-protein interaction inhibitors, primary screen, biochemical, fluorescence polarization, single point; inhibition, % at 9.4 µM; AID 504523, 2011; Keap1 Kelch-Nrf2 peptide fluorescence polarization, 1536-well; Kelch-like ECH-associated protein 1 (Homo sapiens), Q14145; 0.15% of 340,000 active; in the data active means inhibition above about 12%;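 further: human Keap1 Kelch domain with fluorescein labeled Nrf2 9mer peptide probe; 0% = neutral control wells and 100% = peptide positive control; higher means more block of Keap1 binding to Nrf2 peptide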
Target sequence (Q14145 whole entry, looked up, the tested form may be a part): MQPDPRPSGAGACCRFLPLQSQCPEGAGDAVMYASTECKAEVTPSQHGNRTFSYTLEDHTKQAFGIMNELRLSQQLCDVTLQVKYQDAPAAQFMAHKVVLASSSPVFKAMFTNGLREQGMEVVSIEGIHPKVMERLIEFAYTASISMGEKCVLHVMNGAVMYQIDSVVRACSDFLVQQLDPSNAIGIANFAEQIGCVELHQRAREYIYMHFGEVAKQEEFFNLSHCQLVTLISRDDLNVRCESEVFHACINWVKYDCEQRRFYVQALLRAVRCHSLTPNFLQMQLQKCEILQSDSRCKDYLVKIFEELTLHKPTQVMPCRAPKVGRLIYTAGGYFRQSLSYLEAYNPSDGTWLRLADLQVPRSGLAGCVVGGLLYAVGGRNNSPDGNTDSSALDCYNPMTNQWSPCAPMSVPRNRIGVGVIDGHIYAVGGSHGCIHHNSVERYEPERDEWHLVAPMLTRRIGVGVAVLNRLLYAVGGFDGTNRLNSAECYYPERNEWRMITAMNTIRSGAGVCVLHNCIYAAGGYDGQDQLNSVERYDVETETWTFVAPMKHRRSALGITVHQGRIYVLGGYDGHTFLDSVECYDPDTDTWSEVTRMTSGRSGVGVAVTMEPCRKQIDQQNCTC
Cardiac RTF inh = cardiac RTF calcium sensitivity inhibitors, primary screen, biochemical, IANBD-TnC fluorescence, EC70 calcium; inhibition, % at 7.15 µM; 0.12% of 340,000 active; IANBD-labeled cardiac RTF, Ca2+ fluorescence; Troponin I, cardiac muscle (Homo sapiens) + Troponin T, cardiac muscle (Homo sapiens) + …;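 active means inhibition above the mean inhibition of all tested compounds plus 3 SD, cut at about 17% in these data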;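 further: assay run at fixed EC70 calcium of 1.6 mM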
DAGLB inhibitor = DAGLB lipase inhibitors, primary screen, biochemical, fluorescence, HTS | Diacylglycerol lipase-beta (Homo sapiens), Q8NCG7 | HEK293T DAGLB membrane lysate, EnzChek fluorogenic substrate | inhibition, % at 5.17 µM | 0.059% of 340,000 active; in the data active means inhibition above about 34%;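 further: 0% = enzyme with vehicle and 100% = wells lacking enzyme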
Rtt109 HAT inh = inhibitors of C. albicans Rtt109/Vps75 HAT, primary screen, biochemical, ThioGlo CoA-SH fluorescence, plate reader; Histone acetyltransferase RTT109 (Candida albicans (strain SC5314 / ATCC MYA-2876)), …; purified Rtt109/Vps75, 4 h; inhibition, % at 34.9 µM; AID 540336, 2011; 0.16% of 330,000 active;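 active means inhibition of at least 50% in every replicate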
Target sequence (Q5AAJ8 whole entry, looked up): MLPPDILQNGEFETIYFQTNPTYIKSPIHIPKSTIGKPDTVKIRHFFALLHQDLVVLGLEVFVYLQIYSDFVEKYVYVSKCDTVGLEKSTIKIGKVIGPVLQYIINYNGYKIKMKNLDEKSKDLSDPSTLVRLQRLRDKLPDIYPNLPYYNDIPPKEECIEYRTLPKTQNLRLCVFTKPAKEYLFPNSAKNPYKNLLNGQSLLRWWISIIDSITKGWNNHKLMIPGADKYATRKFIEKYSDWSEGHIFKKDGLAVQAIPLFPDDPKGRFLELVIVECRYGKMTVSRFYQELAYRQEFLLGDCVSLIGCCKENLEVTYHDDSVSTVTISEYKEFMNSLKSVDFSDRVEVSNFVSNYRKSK
LANA DNA inh = inhibitors of KSHV C-LANA binding to DNA, primary screen, biochemical, fluorescence polarization, FAM-LBS DNA, MBP-C-LANA, single point; Kaposi's sarcoma herpesvirus LANA C-terminal domain (residues 932-1162) DNA binding; inhibition, % at 9 µM; 0.078% of 340,000 active;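 active means highest replicate inhibition at or above 60% at 9 µM, even if other replicates fall short; inactive means all replicates below 60% inhibition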;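 further: 0% = neutral control wells and 100% = 4 µM acridine orange control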
CAL PDZ FP-1 = untagged CAL PDZ binding inhibitors, primary screen, biochemical, fluorescence polarization, HTS. purified CAL PDZ, TMR-peptide fluorescence polarization, 1 h. inhibition, % at 24.9 µM. 0.92% of 300,000 active. AID 602252, 2012;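 active means mean inhibition of at least 30% with at least half of replicates also reaching 30%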;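 further: 0% = DMSO neutral control and 100% = excess unlabeled competitor peptide PRC23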
SR-BI uptake up = activators of SR-BI mediated DiI-HDL uptake, primary screen, ldlA[mSR-BI] CHO cells, DiI fluorescence; 3 h; 100 = double the neutral-control signal; activation, % at 12.5 µM; 0.096% of 320,000 active;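 active means mean replicate activation of at least 60% and every replicate at or above 60%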;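 further: 0% = median plate neutral-control signal and 100% = twice that signal; values of inactives mirror those of a sister screen read the other way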
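System: CHO ldlA[mSR-BI] cells / Medium: HEPES-buffered (25 mM, pH 7.4) F12 plus 0.5% BSA / Probe or stimulus: labelled HDL, 10 µg/mL / Doses: single compound concentration, delivered by pin transfer / Schedule: 3 h, 37 °C / Measured by: DiI fluorescence, bottom read / Measure: cell-associated DiI fluorescence as measure of HDL uptake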
PKA-R2B activ = activators of PKA-R2B holoenzyme, primary screen, biochemical, fluorescence polarization, Cy5-IP20, human | PKA-R2B holoenzyme dissociation; R2B truncated from residue 108, S112A mutant; 0% DMSO only, 100% 113 µM cGMP | AID 504700, 2011 | 0.079% of 340,000 active | activation, % at 11.4 µM | cAMP-dependent protein kinase catalytic subunit beta (Homo sapiens) + cAMP-dependent …;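 active means activation above a cutoff set at the mean over all compounds plus 3 SD, cut at about 18% in these data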;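 further: higher means more holoenzyme dissociation and a rise in polarization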
CAL PDZ FP-2 = CAL PDZ peptide-binding inhibitors, primary screen, biochemical, fluorescence polarization, Cer-tagged CAL PDZ, HTS; Golgi-associated PDZ and coiled-coil motif-containing protein (Homo sapiens), Q9HD26; purified CAL PDZ, TMR-peptide fluorescence polarization, 1 h; inhibition, % at 20 µM; 0.02% of 330,000 active; AID 504414, 2011;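 active means highest replicate inhibition of at least 40%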;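 further: plate controls were DMSO neutral control wells for no effect and unlabeled competitor peptide control wells for full effect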
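Material: tagged CAL PDZ domain; buffer or medium: 25 mM sodium phosphate pH 7.4, 150 mM NaCl, TCEP, IgG, Thesit; compound dosing: single point, 20 µM; schedule: 1 h incubation at room temperature before polarization reading; measured by: FP readout, S and P plane fluorescence; read-out basis: percent inhibition from loss of millipolarization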
RTF Ca sens act = cardiac RTF calcium sensitivity activators, primary screen, biochemical, IANBD-TnC fluorescence, EC20 calcium; Troponin I, cardiac muscle (Homo sapiens) + Troponin T, cardiac muscle (Homo sapiens) + …; IANBD-labeled TnC RTF fluorescence at EC20 calcium; 0% EC20 calcium, 100% full calcium; activation, % at 7.2 µM; 0.24% of 340,000 active; AID 493008, 2010;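 active means activation above the mean over all tested compounds plus 3 SD, cut at about 30% in these data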;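 further: rise in fluorescence read as greater calcium sensitivity of cardiac thin filaments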
* marks the source's active call; other numbers are inactive results.

`CN(C(=O)COc1cccc(Br)c1)C1CCS(=O)(=O)C1` (stereo not drawn) gave Keap1 Nrf2 FP -4, Cardiac RTF inh -5, DAGLB inhibitor 3, Rtt109 HAT inh -10, LANA DNA inh -0.2, CAL PDZ FP-1 -3, SR-BI uptake up 2, PKA-R2B activ -8, CAL PDZ FP-2 0.7 and RTF Ca sens act 2.
`COCCNC(=O)[C@@]1(Cc2ccccc2)C=C[C@@H](C)N1C(C)=O` gave Keap1 Nrf2 FP 7, Cardiac RTF inh -5, DAGLB inhibitor 2, Rtt109 HAT inh 1, LANA DNA inh -0.1, CAL PDZ FP-1 0, SR-BI uptake up 20, PKA-R2B activ 2, CAL PDZ FP-2 -1.1 and RTF Ca sens act 2.
Screening O=C(NCCOc1ccccc1Cl)C(=O)Nc1ccccc1 returned Keap1 Nrf2 FP -8, Cardiac RTF inh -8, DAGLB inhibitor -9, Rtt109 HAT inh -11, LANA DNA inh -0.8, CAL PDZ FP-1 -2, SR-BI uptake up 20, PKA-R2B activ -8, CAL PDZ FP-2 -2.7 and RTF Ca sens act 17.
O=C(Nc1cccc(S(=O)(=O)N2CCCCC2)c1)C1CC(=O)N(Cc2ccco2)C1 (stereo not drawn) was read as Keap1 Nrf2 FP 1, Cardiac RTF inh -9, DAGLB inhibitor -1, Rtt109 HAT inh -14, LANA DNA inh 0.6, CAL PDZ FP-1 -5, SR-BI uptake up 2, PKA-R2B activ -9, CAL PDZ FP-2 -0.5 and RTF Ca sens act 2.
Screening O=C(COc1ccccc1)N(Cc1cc2ccccc2[nH]c1=O)CC1CCCO1 (stereo not drawn) returned Keap1 Nrf2 FP 1, Cardiac RTF inh 13, DAGLB inhibitor 4, Rtt109 HAT inh -5, LANA DNA inh 0.2, CAL PDZ FP-1 -1, SR-BI uptake up -5, PKA-R2B activ 8, CAL PDZ FP-2 -0.9 and RTF Ca sens act -1.
Screening Cn1nnnc1SCC(=O)N1CCN(S(=O)(=O)c2ccc(Cl)cc2)CC1 returned Keap1 Nrf2 FP -4, Cardiac RTF inh 0, DAGLB inhibitor 0, Rtt109 HAT inh 2, LANA DNA inh -0.5, CAL PDZ FP-1 -7, SR-BI uptake up 1, PKA-R2B activ 3, CAL PDZ FP-2 -1.3 and RTF Ca sens act 7.
C/C(=N/Nc1ccnc2cc(Cl)ccc12)c1ccc(N)cc1 was read as Keap1 Nrf2 FP -2, Cardiac RTF inh -3, DAGLB inhibitor 4, Rtt109 HAT inh -3, LANA DNA inh 1.1, CAL PDZ FP-1 1, SR-BI uptake up -27, PKA-R2B activ -9, CAL PDZ FP-2 1.0 and RTF Ca sens act 17.
Screening CCN(CC)CCCN(C(=O)c1ccc(OC)cc1)c1nc(-c2ccc(OC)cc2)cs1 returned Keap1 Nrf2 FP -3, Cardiac RTF inh -1, DAGLB inhibitor 1, Rtt109 HAT inh 15, LANA DNA inh -2.6, CAL PDZ FP-1 6, SR-BI uptake up -11, PKA-R2B activ 8, CAL PDZ FP-2 -3.0 and RTF Ca sens act 0.
O=C(CSc1ccc(-c2ccncc2)nn1)c1ccc(Cl)cc1 was read as Keap1 Nrf2 FP 2, Cardiac RTF inh -15, DAGLB inhibitor -2, Rtt109 HAT inh 19, LANA DNA inh -0.6, PKA-R2B activ 1, CAL PDZ FP-2 -1.2 and RTF Ca sens act -1.
Screening Cc1nc2ccc(NC(=O)N3CCOCC3)cc2nc1C returned Keap1 Nrf2 FP 1, Cardiac RTF inh -1, DAGLB inhibitor 0, Rtt109 HAT inh -33, LANA DNA inh -1.4, SR-BI uptake up -4, PKA-R2B activ -5, CAL PDZ FP-2 -0.1 and RTF Ca sens act 6.
Screening Cc1ccc(CN2CCC(C(=O)Nc3ccc(Oc4cccnc4)cc3)CC2)cc1 returned Keap1 Nrf2 FP -4, Cardiac RTF inh -2, DAGLB inhibitor -4, Rtt109 HAT inh -1, LANA DNA inh 1.9, CAL PDZ FP-1 -3, SR-BI uptake up 16, PKA-R2B activ -5, CAL PDZ FP-2 -3.2 and RTF Ca sens act -3.
`O=C(CCc1ccccc1)NNC(=O)Nc1ccccc1` gave Keap1 Nrf2 FP -1, Cardiac RTF inh -1, DAGLB inhibitor 0, Rtt109 HAT inh -2, LANA DNA inh -2.7, SR-BI uptake up 11, PKA-R2B activ 4, CAL PDZ FP-2 -0.3 and RTF Ca sens act 1.

Copied from the listing, 2 compounds:
`CN(C(=O)COc1cccc(Br)c1)C1CCS(=O)(=O)C1` (stereo not drawn) gave Keap1 Nrf2 FP -4, Cardiac RTF inh -5, DAGLB inhibitor 3, Rtt109 HAT inh -10, LANA DNA inh -0.2, CAL PDZ FP-1 -3, SR-BI uptake up 2, PKA-R2B activ -8, CAL PDZ FP-2 0.7 and RTF Ca sens act 2.
`COCCNC(=O)[C@@]1(Cc2ccccc2)C=C[C@@H](C)N1C(C)=O` gave Keap1 Nrf2 FP 7, Cardiac RTF inh -5, DAGLB inhibitor 2, Rtt109 HAT inh 1, LANA DNA inh -0.1, CAL PDZ FP-1 0, SR-BI uptake up 20, PKA-R2B activ 2, CAL PDZ FP-2 -1.1 and RTF Ca sens act 2.

(more compounds)
For COc1ccc2sc(-c3ccc(N(C)C)cc3)c(C#Cc3cncn3C)c2c1 the results were Keap1 Nrf2 FP 5, Cardiac RTF inh -1, DAGLB inhibitor 4, Rtt109 HAT inh -22, LANA DNA inh 0.1, CAL PDZ FP-1 -4, SR-BI uptake up -77, PKA-R2B activ -4, CAL PDZ FP-2 0.7 and RTF Ca sens act 4.
COc1ccc(NC(=O)COn2nnc3ccc(Cl)cc32)cc1OC was read as Keap1 Nrf2 FP -2, Cardiac RTF inh -1, DAGLB inhibitor -3, Rtt109 HAT inh -3, LANA DNA inh -1.2, CAL PDZ FP-1 -1, SR-BI uptake up -34, PKA-R2B activ 1, CAL PDZ FP-2 -1.7 and RTF Ca sens act -2.
`CCCNC(=O)c1onc(CSc2cccc(OC)c2)c1C(=O)NCCC` gave Keap1 Nrf2 FP 0, Cardiac RTF inh 3, DAGLB inhibitor -3, Rtt109 HAT inh -5, LANA DNA inh -1.1, CAL PDZ FP-1 2, SR-BI uptake up 5, PKA-R2B activ 5, CAL PDZ FP-2 0.0 and RTF Ca sens act 6.
O=C(OCCN1CCOCC1)c1ccc(Cl)cc1Cl was read as Keap1 Nrf2 FP 5, Cardiac RTF inh -9, DAGLB inhibitor 1, Rtt109 HAT inh -2, LANA DNA inh 2.5, CAL PDZ FP-1 -3, SR-BI uptake up 1, PKA-R2B activ 1, CAL PDZ FP-2 -0.4 and RTF Ca sens act 1.
Screening COCCN1C(=O)C(O)=C(C(C)=O)C1c1ccc(F)cc1 (stereo not drawn) returned Keap1 Nrf2 FP -4, Cardiac RTF inh 9, DAGLB inhibitor -1, Rtt109 HAT inh -25, LANA DNA inh 1.0, CAL PDZ FP-1 1, SR-BI uptake up 14, PKA-R2B activ -9 and RTF Ca sens act 2.
`Cc1cc(C(N)=O)nn1-c1c(Cl)cc(Cl)cc1Cl` gave Keap1 Nrf2 FP 0, Cardiac RTF inh -4, DAGLB inhibitor 2, Rtt109 HAT inh 5, LANA DNA inh -1.6, CAL PDZ FP-1 -4, SR-BI uptake up -13, PKA-R2B activ -8, CAL PDZ FP-2 -0.7 and RTF Ca sens act 1.
`Cc1ccc(NC(=S)N2CCC(NC(=O)c3cccc(F)c3)CC2)cc1` gave Keap1 Nrf2 FP -1, Cardiac RTF inh -7, DAGLB inhibitor -1, Rtt109 HAT inh -7, LANA DNA inh -0.9, CAL PDZ FP-1 -2, SR-BI uptake up -15, PKA-R2B activ 5, CAL PDZ FP-2 -4.3 and RTF Ca sens act 13.
`CCOc1ccc(N2CC(C(=O)Nc3ccc(N4CCOCC4)cc3)CC2=O)cc1` (stereo not drawn) gave Keap1 Nrf2 FP -3, Cardiac RTF inh 10, DAGLB inhibitor 2, Rtt109 HAT inh -2, LANA DNA inh 1.0, CAL PDZ FP-1 -5, SR-BI uptake up -11, PKA-R2B activ -8, CAL PDZ FP-2 -0.1 and RTF Ca sens act 7.
O=C(CCN1CCN(c2ccc(F)cc2)CC1)Nc1ccc(F)cc1 was read as Keap1 Nrf2 FP -4, Cardiac RTF inh 1, DAGLB inhibitor 1, Rtt109 HAT inh 2, LANA DNA inh 2.9, CAL PDZ FP-1 1, SR-BI uptake up 4, PKA-R2B activ -4, CAL PDZ FP-2 0.0 and RTF Ca sens act 3.
Screening COc1ccccc1C(CNc1ncccc1[N+](=O)[O-])N(C)C (stereo not drawn) returned Keap1 Nrf2 FP -2, Cardiac RTF inh 4, DAGLB inhibitor -4, Rtt109 HAT inh 17, LANA DNA inh 2.3, CAL PDZ FP-1 -10, SR-BI uptake up 25, PKA-R2B activ -6, CAL PDZ FP-2 -3.0 and RTF Ca sens act 0.
`O=C1CSC(=S)N1/N=C/c1cccc(C(F)(F)F)c1` gave Keap1 Nrf2 FP -3, Cardiac RTF inh 14, DAGLB inhibitor 2, Rtt109 HAT inh -1, LANA DNA inh 1.1, CAL PDZ FP-1 -3, SR-BI uptake up 11, PKA-R2B activ -6, CAL PDZ FP-2 -1.3 and RTF Ca sens act -3.
CC(C)N(C(=O)CN1C(=O)C(=O)c2ccccc21)c1ccccc1 was read as Keap1 Nrf2 FP -3, Cardiac RTF inh -15, DAGLB inhibitor 5, Rtt109 HAT inh -7, LANA DNA inh 0.8, CAL PDZ FP-1 -9, SR-BI uptake up 15, PKA-R2B activ -2, CAL PDZ FP-2 -1.4 and RTF Ca sens act 6.
